POLK inh – DNA polymerase kappa (human) inhibition; Q9UBT6; purified Pol kappa, fluorescent DNA synthesis assay, 10 min; Potency, µM (titrated, usually from 107 µM), for inactives: top-dose activity, negative = inhibition, usual class: inhibitors; 400,000 tested, 0.53% active; also: potency is read from the fitted curve at half-maximal effect; % is scaled to controls: 0 for no effect and ±100 for the full control effect
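Pol kappa 10 nM + cpd, 15 min RT; start w/ substrate 50 nM final; fluorescence kinetic read, 0 and 10 min. Neg ctrl: buffer, no enzyme.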
BLM helicase inh – inhibitors of human Bloom syndrome helicase BLM; AID 2528; P54132; Potency, µM (top dose mostly 56.1 µM), for inactives: at the top dose activity change, negative = inhibition, usual class: inhibitors; recombinant BLM DNA unwinding, fluorescence dequenching; 350,000 tested, 0.2% active;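 also: potency is read from the fitted curve at half-maximal effect; plate controls were vehicle for no effect and no enzyme for full effect; nearly all actives have a fitted effect of over 35% in size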
Apoferritin bind – binds horse apoferritin like a general anesthetic; P02791; apoferritin/1-aminoanthracene competitive binding, fluorescence; Potency, µM (titrated, usually from 77.5 µM), for the others: at the top dose activity change, negative = displacement, most hits filed as inhibitors; 350,000 tested, 0.074% active; AID 485281; also: potency is read from the fitted curve at half-maximal effect; % is scaled to controls: 0 for no effect and ±100 for the full control effect; nearly all actives have a fitted effect of over 20% in size
Target sequence (P02791 2-175 limits assumed): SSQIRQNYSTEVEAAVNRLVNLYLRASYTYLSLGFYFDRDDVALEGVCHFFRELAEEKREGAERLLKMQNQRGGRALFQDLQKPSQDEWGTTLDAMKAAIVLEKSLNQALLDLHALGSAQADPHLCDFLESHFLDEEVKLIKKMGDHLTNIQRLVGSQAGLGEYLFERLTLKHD
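Read-out: endpoint 1-AMA fluorescence, excitation 380 nm and emission 535 nm, after compounds sit 10 min at room temperature with 10 uM horse-spleen apoferritin in 50% saturated 1-AMA/PBS. Values come from four-parameter Hill fits.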
TRHR agonist – activates the human TRH receptor; P34981; TRHR cells, calcium flux fluo-8, FDSS agonist mode; activation, % at 2 µM; 360,000 tested, 0.18% active; in the data active = activation above about 30%; also: 0% is about no effect
Target sequence (P34981 whole entry, looked up): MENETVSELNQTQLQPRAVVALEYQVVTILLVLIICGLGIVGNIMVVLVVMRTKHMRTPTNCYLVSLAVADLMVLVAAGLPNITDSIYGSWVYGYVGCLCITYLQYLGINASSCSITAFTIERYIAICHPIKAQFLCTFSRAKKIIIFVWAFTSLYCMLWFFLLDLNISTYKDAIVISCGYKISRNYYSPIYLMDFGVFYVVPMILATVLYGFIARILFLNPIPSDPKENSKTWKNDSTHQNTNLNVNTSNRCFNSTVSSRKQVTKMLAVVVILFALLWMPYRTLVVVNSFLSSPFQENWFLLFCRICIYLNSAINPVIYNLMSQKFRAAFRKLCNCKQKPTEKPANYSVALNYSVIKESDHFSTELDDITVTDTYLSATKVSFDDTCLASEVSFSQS
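Read-out: compound-evoked intracellular calcium rise in TRHR cells, fluo-8 dye, kinetic FDSS fluorescence at 1 s/cycle following a 10-cycle baseline. Cells cultured overnight before dye loading (30 min–1.5 h, RT).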
Pol iota inh – inhibitors of human DNA polymerase iota. Q9UNA4. Pol iota fluorescent replication assay, 10 min. Potency, µM (titrated, usually from 115 µM), for the others: at the top dose activity, negative = inhibition, usual class: inhibitors. 390,000 tested, 1% active; also: potency is read from the fitted curve at half-maximal effect
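Fluorescent replication assay read twice, at 0 min and 10 min after adding 50 nM (final) substrate. Enzyme (10 nM) and compounds were first incubated 15 min at room temperature; enzyme-free buffer wells were negative controls.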
POLB inh – DNA polymerase beta (human) inhibition; P06746; Pol beta primer extension/strand displacement, fluorescence kinetic; Potency, µM (top dose mostly 114 µM), inactives show at the highest dose activity change, negative = inhibition, hits mostly inhibitors; 340,000 tested, 1.3% active; also: potency is read from the fitted curve at half-maximal effect; % is scaled to controls: 0 for no effect and ±100 for the full control effect
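Reaction started by 50 nM substrate onto compound-treated Pol beta (10 nM, 15 min preincubation, room temperature); plates read at 0 min and 10 min. Normalized concentration-effect data fitted by four-parameter Hill equation.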
12-LOX inh – blocks human arachidonate 12S-lipoxygenase; purified 12hLO, xylenol orange hydroperoxide absorbance; Potency, µM (top dose mostly 108 µM), without a hit: at the top dose activity change, negative = inhibition, usual class: inhibitors; 580,000 tested, 1.1% active; also: potency is read from the fitted curve at half-maximal effect; % is scaled to controls: 0 for no effect and ±100 for the full control effect
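Purified human 12hLO at 150 nM in 25 mM Hepes, 0.01% Triton X-100, pH 7.0, preincubated 15 min at room temperature with compound. Reaction started with 40 uM arachidonic acid, 30 min at room temperature. Hydroperoxide measured by Fe-xylenol orange, 573/405 nm absorbance ratio.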
APE1 inh – blocks human APE1 abasic DNA cleavage; P27695; recombinant APE1, TAMRA/BHQ-2 abasic DNA cleavage fluorescence; Potency, µM (series often up to 65.8 µM), inactives show at the top dose activity change, negative = inhibition, usual class: inhibitors; 350,000 tested, 0.35% active;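 also: potency is read from the fitted curve at half-maximal effect; plate controls were vehicle for no effect and reference inhibitor for full effect; nearly all actives have a fitted effect of over 55% in size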
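Kinetic fluorescence read (525 ex/598 em nm, three reads 60 s apart) of AP-site incision; signal = third minus first read. Enzyme 0.75 nM, dual-labelled THF duplex 50 nM, compound preincubation 15 min RT.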
ERG Ets-DNA blk – ERG Ets/DNA interaction inhibition; P11308; fluorescence polarization, His-ERG Ets domain / labelled DNA; Potency, µM (highest dose often 76.9 µM), without a hit: at the highest dose FP activity, negative = inhibition, most hits filed as inhibitors; 370,000 tested, 0.028% active; AID 624246; active = well fitted inhibition curve with a large enough effect in the polarisation, with a control signal flat; inconclusive = small, poorly fitted or top-dose-only effect, or effect the other way, or a change in a side signal; inactive = no such curve, though single readings can be large or run the other way; the % refers to the polarisation;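 also: polarization taken with two DNA probes labelled with fluorescein and Texas red; potency is read from the fitted curve at half-maximal effect; % of control where 0% means no effect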
Target sequence (P11308 whole entry, looked up, the tested form may be a part): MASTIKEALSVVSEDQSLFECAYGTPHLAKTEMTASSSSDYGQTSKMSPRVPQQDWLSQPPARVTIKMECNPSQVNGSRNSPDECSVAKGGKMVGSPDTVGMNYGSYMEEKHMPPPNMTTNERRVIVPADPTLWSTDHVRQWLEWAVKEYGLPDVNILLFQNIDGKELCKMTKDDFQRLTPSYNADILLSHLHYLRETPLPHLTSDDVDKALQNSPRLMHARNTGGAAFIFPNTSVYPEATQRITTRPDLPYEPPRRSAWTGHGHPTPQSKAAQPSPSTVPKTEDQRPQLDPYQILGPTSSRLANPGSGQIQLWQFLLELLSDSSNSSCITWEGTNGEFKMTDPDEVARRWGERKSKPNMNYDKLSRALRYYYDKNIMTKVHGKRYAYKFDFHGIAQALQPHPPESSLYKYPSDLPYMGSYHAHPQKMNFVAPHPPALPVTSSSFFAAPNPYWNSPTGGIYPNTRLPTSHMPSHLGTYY
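His-tagged ERG Ets domain (1 uM in the protein solution; 300mM KCl, 50mM Tris-HCl, 1mM EDTA, 1mM DTT, pH 7.5) received compound, then a probe mix of 5 nM fluorescein-DNA and 100nM Texas-615-DNA. Fluorescence polarization was read for both dyes.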
* hit, by the source's call; i = inactive; ? = inconclusive; / = not tested or not shown; & = joins results of further samples; [ ] = dose if it differs, or a comment. Unless noted, calls follow the shape of the dose curve; as a rule, active = well fitted curve in the direction sought with a large enough effect; inconclusive = small, poorly fitted or top-dose-only effect, or another doubt; inactive = no such curve, though single readings can be large; an effect the other way counts as inactive or inconclusive.

SMILES	POLK inh	BLM helicase inh	Apoferritin bind	TRHR agonist	Pol iota inh	POLB inh	12-LOX inh	APE1 inh	ERG Ets-DNA blk
CC1=C[C@H]2OC(=O)[C@@H](C)[C@H]2C[C@@H]2[C@H]1C[C@@H](O)[C@@]2(C)O	0%	-7%	-1%	0.4	3%	1%	7%	2%	-9%
O=C(C1CCN(S(=O)(=O)c2ccc(Br)s2)CC1)N1CCc2ccccc21	-14%	-2%	-6%	0.1	-4%	17%	/	-3%	6%
O=C(CC12CC3CC(CC(C3)C1)C2)NC(Cc1ccccc1)C(=O)O (stereo not drawn)	-10%	-1%	-7%	0.1	?	3%	3%	3%	-5%
COc1ccc(C)cc1N(C(=O)CNC(=O)c1ccco1)C(C(=O)NCC1CCCO1)c1ccccc1 (stereo not drawn)	-5%	2%	2%	-0.4	-2%	13%	-19%	10%[12.4 µM]	0%
COc1ccc(F)c(-c2nc(CN3CCN(C(=O)c4ccco4)CC3)c(C)o2)c1	-1%	-2%	-12%	0.2	-16%	4%	?	10%	14%
COc1ccc(N2C(=O)CC(Sc3nc4ccccc4s3)C2=O)cc1OC (stereo not drawn)	-12%	-3%	-11%	0.2	-3%	-18%	-2%	-1%	2%
COC(=O)C1=C(C)NC2=C(C(=O)CC(C)(C)C2)C1c1ccccn1 (stereo not drawn)	-5%[60.1 µM]	-4%	112%[activator]	0.0	2%	-5%	14%	6%	/
CCCCCCn1c(N2CCC(C)CC2)nc2c1c(=O)[nH]c(=O)n2C	-5%	0%	-15%	2.6	3%	-10%	1%	3%	3%
Cc1ccc(-c2noc(CCCOc3ccc(Cl)cc3Cl)n2)cc1	-23%	-5%	30%[activator]	-0.1	4%	0%	?	-2%	2%
CN(C(=O)CC1C(=O)NCCN1CC1CCCCC1)C1CCOCC1 (stereo not drawn)	-8%	-2%	8%	0.8	9%	19%	15%	-3%	1%
O=C(c1ccc(Cl)cc1)N(c1ccccn1)C1CCCCC1	-19%	-9%	-9%	-0.5	62%[activator]	1%	-1%	1%	3%
CCOc1ccc(CNc2ccc3c(c2)ncn3C(C)(C)C)cc1	10%	-8%	-8%	-0.5	23%	39%	-15%	22%	1%
O=c1c2ccccc2c(-c2ccccc2)nn1-c1cc(Cl)cc(Cl)c1	-11%	-3%	-1%	0.3	-5%	0%	75%[activator]	-1%	-2%
O=C(O)C1C2CCC(C2)C1C(=O)NCCc1ccccc1 (stereo not drawn)	2%	3%	-10%	0.7	-27%	-25%	8%	-11%	0%
COc1cccc(CNC(=O)c2cc(C3CC3)nc3c2cnn3C(C)C)c1	-1%	/	/	-0.1	23%	/	?	-14%	-6%
C=C1CCN(CC(=O)OC)S(=O)(=O)c2ccccc21	-14%&16%	-1%&1%	2%&0%	0.0	-7%&2%	3%	-11%	-5%&2%	16%
COc1ccc(CNC(=O)Cc2c(C)c3c(cc(C)c4c(C)coc43)oc2=O)cc1OC	-5%	2%	-9%	0.1	19%	-2%	0%	/	2%
Cc1cccc(NC(=O)c2ccc(Cl)c(S(=O)(=O)N3CCCCCC3)c2)n1	-9%	/	/	0.4	-3%	/	86%[activator]	-6%	/
CCOC(=O)C(NC(=O)CC(C)C)(Nc1sc(C)c(CC)c1C#N)C(F)(F)F (stereo not drawn)	-9%	-3%	-5%	0.1	32%[activator]	27%	1%	0%	-12%
COC(=O)c1sccc1NC(=O)c1ccc2c(c1)OCO2	-6%	0%	-1%	1.3	?	3%	3%	0%	/
O=C(CN1C(=O)C(=O)c2ccccc21)NCCc1ccccc1	-22%	-2%	-12%	-0.1	10%	?	-13%	2%	0%
O=C(NNC(=S)NC(=O)c1ccccc1)c1ccc([N+](=O)[O-])cc1	-8%	-9%	-19%	7.6	24%	-11%	?	45%	-5%
CC(=O)c1ccc(NC(=O)C2CCN(S(=O)(=O)c3ccc4c(c3)CCCN4C(=O)C3CCC3)CC2)cc1	-10%[60.1 µM]	-4%	-1%	-0.2	6%	3%	5%	/	0%
Cc1cc(C)n2nc(C(=O)Nc3cccc(S(=O)(=O)N4CCCC4)c3)nc2n1	-9%	1%	3%	0.5	8%	20%	-1%	0%	9%
CC(C)(C)c1ccc(OCCC(=O)OCC(=O)NC(=O)NC2CCCC2)cc1	-1%	/	/	0.9	7%	/	-9%	5%	-6%
O=C(N/N=C\c1cc2c(cc1Cl)OCO2)c1ccc(Br)s1	-15%	-1%	-2%	0.0	31%[activator]	11%	196%[activator]	7%	6%
CC(C)(C)OC(=O)[C@H](Cc1ccccc1)NC(=O)c1nc[nH]c1C(=O)NC1CCNCC1	2%	/	/	0.3	?	/	-5%	24%	-19%
N=c1c(S(=O)(=O)c2ccccc2)cc2c(=O)n3ccccc3nc2n1Cc1cccnc1	0%	/	/	1.7	19%	/	-13%	-5%	-9%
CN(C(=S)Oc1ccc(C(=O)Nc2ccccc2)cc1)c1ccccc1	-7%	-3%	8%	0.9	-9%	5%	-3%	23%	0%
CC(=O)Oc1ccc(C(=O)NCCc2ccccc2)cc1	-18%	2%	-5%	-1.1	60%	-4%	2%	-1%	18%
COc1cc(C(=O)NC(=S)Nc2ccc3oc(=O)ccc3c2)cc(OC)c1OC	-16%	-1%	-10%	-0.3	21%	33%	-19%	0%	/
Cc1cc(Nc2ccc(F)cc2Cl)n2nc(C)nc2n1	-11%	2%	2%	-0.1	27%	25%	-94%	1%	-2%
Cc1cc(C)n(-c2ccc(C(=O)OCC(=O)Nc3ccc(S(=O)(=O)N4CCOCC4)cc3)cc2)n1	-10%	-7%	?	0.1	9%	4%	19%	-8%	4%
Cc1ccc(NC(=O)c2nc(S(C)(=O)=O)ncc2N(Cc2ccccc2)Cc2ccco2)c(C)c1	-3%	-5%	-9%	2.4	10%	?	3%	/	0%
CCCC1(C2CCCC2)NC(=O)NC1=O (stereo not drawn)	-6%	/	/	/	29%	/	9%	/	1%
Cc1ccnc(NC(=O)C2CCCN(S(=O)(=O)c3cnc[nH]3)C2)c1 (stereo not drawn)	-4%	-1%	-1%	-0.3	-2%	0%	11%	-2%	22%
CC(NC(=O)COC(=O)CCc1ccc(S(=O)(=O)N2CCOCC2)cc1)C1CC2CCC1C2 (stereo not drawn)	-14%	0%	?	0.1	0%	?	1%	0%	1%
COc1ccc(C(C(=O)NC(C)(C)C)N(C(=O)CCC(=O)Nc2cc(C)on2)c2cccc(F)c2)cc1 (stereo not drawn)	-1%	-4%	-9%	-0.2	57%[activator]	1%	11%	15%	5%
CN(C(N)=S)c1ccccc1	?	1%	-9%	-0.1	-15%	-1%	?	-3%	0%
Cc1cc(C)nc(Nc2n[nH]c(-c3ccccc3N)n2)n1	-6%	1%	-15%	-0.1	-22%	-22%	-8%	-1%	1%
COc1ccc(NC(=O)/C(C#N)=C/c2cccnc2)c(OC)c1	-3%	-3%	-7%	0.6	17%	35%	-3%	5%	-5%
COc1cccc2cc(-c3cc(=O)oc4ccc(O)cc34)oc12	1%	-5%	-11%	-0.9	-12%	?	0%	0%	-22%
CC[C@@]1(C(=O)OC)N[C@H](CN(C)C(=O)Nc2ccc(OC)cc2)[C@@H]2C(=O)N(Cc3ccccc3)C(=O)[C@@H]21	-23%	/	/	/	6%	/	13%	4%	11%
COc1ccc(-n2c(C)ccc2-c2ccccc2)cn1	-20%	-13%	-18%	0.3	15%	-10%	13%	-5%	-1%
NC(=O)c1ccc(Oc2ncc(C(F)(F)F)cc2Cl)cc1	1%	-5%	?	-0.4	5%	1%	-5%	2%	11%
Cc1ccc(N(C(=O)c2csnn2)C(C(=O)NC2CCCC2)c2ccncc2)c(C)c1 (stereo not drawn)	-4%	-5%	-1%	-0.3	-30%	35%	-6%	2%	5%
O=C(CSC(=S)N1CCN(c2ccccc2)CC1)Nc1nc(-c2ccccc2)c(-c2ccccc2)o1	-4%	-2%	-13%	0.1	42%[activator]	3%	3%	2%	1%
COCc1cc(=O)[nH]c(-c2csc(C)n2)n1	-11%	-3%	-10%	0.1	-14%[58.9 µM]	18%	i	0%	-4%

Compound profiles, as listed above. Order of values: POLK inh	BLM helicase inh	Apoferritin bind	TRHR agonist	Pol iota inh	POLB inh	12-LOX inh	APE1 inh	ERG Ets-DNA blk
`CC(NC(=O)COC(=O)CCc1ccc(S(=O)(=O)N2CCOCC2)cc1)C1CC2CCC1C2` (stereo not drawn) is listed as -14%	0%	?	0.1	0%	?	1%	0%	1%
`CC[C@@]1(C(=O)OC)N[C@H](CN(C)C(=O)Nc2ccc(OC)cc2)[C@@H]2C(=O)N(Cc3ccccc3)C(=O)[C@@H]21` is listed as -23%	/	/	/	6%	/	13%	4%	11%
`O=C(CSC(=S)N1CCN(c2ccccc2)CC1)Nc1nc(-c2ccccc2)c(-c2ccccc2)o1` is listed as -4%	-2%	-13%	0.1	42%[activator]	3%	3%	2%	1%

(list continues)
SMILES	POLK inh	BLM helicase inh	Apoferritin bind	TRHR agonist	Pol iota inh	POLB inh	12-LOX inh	APE1 inh	ERG Ets-DNA blk
O=C1[C@@H]2Cc3c([nH]c4ccccc34)C(c3cccc(Br)c3)N2C(=O)CN1C1CCN(Cc2ccccc2)CC1 (stereo partly drawn)	-14%	-13%	7%	0.6	113%[activator]	?	-5%	-11%	2%
CC(OC(=O)CCc1ccccc1)C(=O)Nc1ccc(Cl)cn1 (stereo not drawn)	-9%	/	/	-0.3	31%[activator]	/	?	2%	0%
O=C(COc1c(Cl)cccc1Cl)Nc1ccccc1N1CCCC1	?	-6%	-8%	0.4	-1%	?	-6%	-9%	-11%
O=[N+]([O-])c1cc(S(=O)(=O)NCCN2CCOCC2)ccc1Cl	-8%	-1%	-9%	-0.1	22%	38%	0%	3%	-3%
Cc1nnc(SCC(=O)c2c(N)n(C)c(=O)n(C)c2=O)n1Cc1ccccc1	-1%[60.1 µM]	4%	-13%	-0.3	-11%	-1%	7%	0%	/

Not all compounds are listed, so the mix of outcomes need not match the whole.
